Assay outcomes as filed in PubChem BioAssay.
14-3-3 PPI – alters human 14-3-3 gamma binding to Raf peptide. FP, 14-3-3gamma / TMR-pS259-Raf peptide binding. inhibition, % at 40 µM. 0.19% of 160,000 active. AID 422; in the data active = inhibition above about 30%;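 note: 0% = protein plus tracer without compound and 100% = blank with tracer alone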
Target sequence (P61981 whole entry, looked up): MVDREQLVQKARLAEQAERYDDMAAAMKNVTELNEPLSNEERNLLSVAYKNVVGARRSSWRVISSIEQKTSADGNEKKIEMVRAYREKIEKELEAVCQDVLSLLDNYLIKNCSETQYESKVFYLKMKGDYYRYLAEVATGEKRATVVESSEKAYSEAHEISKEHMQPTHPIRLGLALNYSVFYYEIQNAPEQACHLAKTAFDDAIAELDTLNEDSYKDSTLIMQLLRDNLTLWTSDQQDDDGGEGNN
Active calls of the source: *; & = joins results of further samples.

SMILES	14-3-3 PPI
CC12CCC3c4cc(Br)c(O)cc4CCC3C1CCC2O (configuration not stated)	-4.2
CCn1c2c(c3cc(C)ccc31)CCCC2=O	-4.2
CCN(CC)S(=O)(=O)c1ccc2[nH]cc(C(=O)O)c(=O)c2c1	-0.9
COc1ccc(Cl)cc1N1C(=O)C(Cl)=C(Nc2ccccc2O)C1=O	-42.0
CC(=O)Nc1ccc(C(=O)Nc2ccc3c(c2)OCO3)cc1	1.3
Cc1oc2c(c1C(=O)NC(Cc1c[nH]c3ccccc13)C(=O)O)CCCC2 (configuration not stated)	-0.6
C=CCn1c(SCC(=O)Nc2ccc3c(c2)OCO3)nnc1-c1cccs1	-15.7
CC1=C(C(=O)OCCc2ccccc2)C(c2ccc(F)cc2)C2=C(CCCC2=O)N1 (configuration not stated)	-1.5
CC(=O)c1ccc(Oc2cc(C)nc(NCc3ccccc3)n2)cc1	-3.3
CCCCSc1nsc2sc(C(=O)c3ccccc3)c(N)c12	-49.8
CCC(C)OC(=O)C1=C(C)NC2=C(C(=O)C(C(=O)OC)C(C)C2)C1c1ccc(OC)cc1 (configuration not stated)	-5.8
O=C(Cn1c(=O)n(-c2ccccc2)c(=O)c2sccc21)c1cccc([N+](=O)[O-])c1	-14.7
Cc1sc2nc(SCC(=O)O)[nH]c(=O)c2c1C	-5.6
Cc1nc2c(C#N)c[nH]n2c(=O)c1Cc1ccccc1	-23.1
CC1=C(C(=O)OCCOC(C)C)C(c2ccc(F)cc2)NC(=O)N1 (configuration not stated)	-7.7
COCc1cc(C)nc2sc(C(=O)Nc3cccc4ccccc34)c(N)c12	-4.0
CCOC(=O)CNc1c(N2CCN(c3ccccn3)CC2)c(=O)c1=O	-0.3
COc1ccccc1-n1nc(C(=O)O)c2ccccc2c1=O	3.1&-14.2
O=C(Nc1ccc(OC(F)(F)F)cc1)c1cc(-c2ccc3c(c2)OCO3)on1	-23.8
COc1ccc(OC)c(NC(=O)c2sc3[nH]c(=O)c(C(=O)O)cc3c2N)c1	-5.2
Cc1ccc(C(=O)Nc2ccc(-c3nc4cc(Cl)ccc4o3)cc2)c(Cl)c1	-23.8
O=C(CCN1C(=O)C2C3C=CC(C3)C2C1=O)NC1CCCCC1 (configuration not stated)	7.2
Cc1c(N=Cc2nc3ccccc3[nH]2)c(=O)n(-c2ccccc2)n1C	-4.0
Cc1cc(Cl)ccc1OCC(O)CN1CCN(c2cccc(Cl)c2)CC1 (configuration not stated)	-5.2
O=c1[nH]c(CN2CCc3ccccc3C2)nc2ccccc12	-5.3&-6.7
CCOC(=O)c1c(C)n(C)c2cc(Br)c(C(=O)OC)cc12	-14.6
CC(Oc1ccc(Cl)cc1Cl)C(=O)NCCCN(C)C (configuration not stated)	-18.4
Cc1ccc(C2(CC(=O)Nc3ccccc3C)CCOC(C)(C)C2)cc1 (configuration not stated)	-0.1
COc1ccc(F)cc1S(=O)(=O)NC(Cc1ccccc1)C(N)=O (configuration not stated)	3.1
O=C(Nc1cccc(-c2nnc(-c3ccccc3)o2)c1)C1CCCCC1	5.5
O=c1cc(O)nc2n1CCCS2	-1.3
CCOC(=O)c1cc(-c2nnc(-c3cccc(C)c3)o2)c(C)nc1C	-7.5
NC(=O)c1cccc2c1C(=O)N(C1CCCCC1)C2	-13.5
COCCCNC(=O)C1CC(=O)N(c2ccc(OC)cc2)C1 (configuration not stated)	2.5
Cc1ccc(Cl)c2c1NC(=O)C2(O)CC(=O)c1ccc(C(C)(C)C)cc1 (configuration not stated)	-7.8
Cc1onc(-c2c(F)cccc2Cl)c1C(=O)OCN1C(=O)c2ccccc2C1=O	2.0
CCc1nnc(NC(=O)Nc2ccc(OC)cc2)s1	-10.4&-12.2
COc1cccc(C(=O)CC(=O)C(=O)Nc2ccccc2OC)c1	-0.4
O=C(NC1c2ccccc2-c2ccccc21)N1CCOCC1	-2.7
CC1CCCN(c2ccc([N+](=O)[O-])s2)C1 (configuration not stated)	-31.4

Gathered by group: the entries above containing two or more sulfur atoms.
SMILES	14-3-3 PPI
C=CCn1c(SCC(=O)Nc2ccc3c(c2)OCO3)nnc1-c1cccs1	-15.7
CCCCSc1nsc2sc(C(=O)c3ccccc3)c(N)c12	-49.8
Cc1sc2nc(SCC(=O)O)[nH]c(=O)c2c1C	-5.6

Next section
SMILES	14-3-3 PPI
CC1(C)NC(C(=O)O)Cc2c1[nH]c1ccccc21 (configuration not stated)	2.5
COc1cc(C(=O)Nc2ccccc2N2CCN(S(C)(=O)=O)CC2)cc(OC)c1OC	10.7
CCCCN(C(=O)c1cnc2n(c1=O)CCS2)c1ccccc1	-4.7
Cc1cccc(-c2c3c(=O)n(C)c(=O)n(C)c3cn2C(C)(C)C)c1	-4.8
O=C(O)c1ccc(N2C(=O)c3cccc4c([N+](=O)[O-])c(O)cc(c34)C2=O)cc1	-10.5
O=C(NCc1ccco1)c1ccc2c(c1)NC(=O)C(N1CCCCC1)S2 (configuration not stated)	-6.8
CCOCCCNC(=O)Cn1cc2c(n1)CCCCC2	3.2
O=C(Nc1ccc(-c2noc(-c3cccc([N+](=O)[O-])c3)n2)cc1)c1cccc(Cl)c1	-8.8
CC1=CC(C)(C)N(C(=O)NC2CCCCC2)c2cc(C)ccc21	-5.8
CCOC(=O)c1c(NC(=O)C2CC2c2ccccc2)sc(C)c1C (configuration not stated)	-13.0
CCOc1cc(C(=O)NC(C)c2ccncc2)cc(OCC)c1OCC (configuration not stated)	-8.8
COC(=O)c1sccc1NC(=O)c1ccc(OC)cc1	-3.8
COc1ccc(-c2cc(C(F)(F)F)n3nc(C(=O)Nc4cc(C(C)(C)C)on4)cc3n2)cc1	-1.1
COCCOC(=O)C1=C(C)N=C2SCCC(=O)N2C1c1cccc(OC)c1 (configuration not stated)	-2.3
CCn1c(SCC(N)=O)nc2ccccc2c1=O	-2.5
O=[N+]([O-])c1ccc(Cl)c(N=Cc2ccc(Br)c([N+](=O)[O-])c2)c1	2.5
O=C1C2C(c3ccccc3)OC3(C(=O)c4ccccc4C3=O)C2C(=O)N1c1cccc(F)c1 (configuration not stated)	-4.8
O=C(N1CCCc2ccccc21)N1c2ccccc2Sc2ccccc21	-0.1
CSc1nnc2c(n1)OC(c1ccccn1)N(C(C)=O)c1ccccc1-2 (configuration not stated)	23.0
Cc1cc(=O)oc2cc(NC(=O)c3cc4nc(-c5cccs5)cc(C(F)(F)F)n4n3)ccc12	-13.4
Cn1c2c(c(=O)n(C)c1=O)C(c1ccc(Br)cc1)C1=C(CCCC1=O)N2 (configuration not stated)	-6.0
COc1ccc(S(=O)(=O)NCCSCc2ccco2)cc1Cl	-5.4
Fc1ccc(-c2nc(-c3ccccc3)no2)cc1	6.6
S=C1SCCN1C1c2ccccc2Oc2ccccc21	-4.9
Cc1ccc(CNC(=O)CCCCCn2c(=S)[nH]c3ccccc3c2=O)cc1	-2.5
Cc1ccc(NC(=O)c2cc3c(CO)cnc(C)c3oc2=Nc2ccccc2I)cc1	-0.3
O=C(CN1C(=O)COc2ccccc21)NCCCN1CCN(c2ccccc2F)CC1	4.2
Brc1ccc(Nc2nc(-c3ccccc3)cs2)cc1	9.1
CC(=O)c1ccc(N2CCN(C(=O)c3ccc4c(c3)[nH]c(=S)n3c5ccccc5nc43)CC2)cc1	1.0
COc1ccccc1N(CC(=O)NC1CC2CCC1C2)S(C)(=O)=O (configuration not stated)	-2.6
CCN1CCN(CC(=O)Nc2cccc(C)c2)C(=O)C1=O	-5.7
Cc1ccc(S(=O)(=O)Nc2ccc(C)cc2C)cc1	-13.4
COc1cc(Cl)c(NC2=CC(=O)c3ccccc3C2=O)c(OC)c1	-45.5
O=C(COc1ccccc1)N1CCN(C(=O)c2cccs2)CC1	-6.2&-4.7
O=c1c(-c2ccccc2)coc2c(CN(Cc3ccccc3)Cc3ccccc3)c(O)ccc12	-5.2
CCCNC(=O)C(=O)Nc1ccc(C(C)C)cc1	-1.9
O=C1C2CC=C(Cl)CC2C(=O)N1c1cccc2cccnc12 (configuration not stated)	-7.3
O=C(Nc1ccc2c(c1)OCO2)c1ccc(COc2ccc3c(c2)CCC3)o1	-19.7
CC(C)Cn1c2c(c(O)c(C(=O)Nc3ncccc3O)c1=O)CCCC2	1.2
CCOc1ccc2nc(NC(=O)c3ccccc3NS(=O)(=O)c3ccc(C)cc3)sc2c1	-20.0

Of the compounds above, these have an NH in an aromatic ring:
SMILES	14-3-3 PPI
CCN(CC)S(=O)(=O)c1ccc2[nH]cc(C(=O)O)c(=O)c2c1	-0.9
Cc1oc2c(c1C(=O)NC(Cc1c[nH]c3ccccc13)C(=O)O)CCCC2 (configuration not stated)	-0.6
Cc1sc2nc(SCC(=O)O)[nH]c(=O)c2c1C	-5.6
Cc1nc2c(C#N)c[nH]n2c(=O)c1Cc1ccccc1	-23.1
COc1ccc(OC)c(NC(=O)c2sc3[nH]c(=O)c(C(=O)O)cc3c2N)c1	-5.2
Cc1c(N=Cc2nc3ccccc3[nH]2)c(=O)n(-c2ccccc2)n1C	-4.0
O=c1[nH]c(CN2CCc3ccccc3C2)nc2ccccc12	-5.3&-6.7
CC1(C)NC(C(=O)O)Cc2c1[nH]c1ccccc21 (configuration not stated)	2.5
Cc1ccc(CNC(=O)CCCCCn2c(=S)[nH]c3ccccc3c2=O)cc1	-2.5
CC(=O)c1ccc(N2CCN(C(=O)c3ccc4c(c3)[nH]c(=S)n3c5ccccc5nc43)CC2)cc1	1.0

Continuation.
SMILES	14-3-3 PPI
Cc1ccc(C(=O)NCCN2Cc3ccccc3C2=O)cc1	-4.8
O=C(CSc1cn(Cc2ccc(F)cc2)c2ccccc12)Nc1ccc(Br)cc1	-7.3
CCOc1ccc(N2CC(=O)N/C2=N\c2nc(C)cc(C)n2)cc1	-6.4
Cc1ccc2c(C)[n+](C)ccn12	-1.6
CCOC(=O)c1ccc2ncc(C(=O)OCC)c(Nc3ccc(OC)cc3)c2c1	-10.4
COc1cc(-c2nc(S(=O)(=O)c3ccc(C)cc3)c(NCc3ccccc3)o2)cc(OC)c1OC	-7.3
CCN(C(=O)c1ccc(N2CC3CC(C2)c2cccc(=O)n2C3)c(NC(=O)c2ccc(C(C)(C)C)cc2)c1)c1cccc(C)c1 (configuration not stated)	-12.5
O=C(c1cc(-c2ccco2)on1)N1CCOCC1	-0.3&-8.9
CCOC(=O)c1c(C)oc2ccc(N(C(=O)c3ccccc3)S(=O)(=O)c3ccc(Cl)c([N+](=O)[O-])c3)cc12	-58.0
Oc1ccc(-c2[nH]ncc2-c2cccc3cccnc23)c(O)c1	0.7
COc1ccc(OCC(=O)Nc2cc(-c3nc4ncccc4o3)ccc2C)cc1	-15.1
CCc1c2ccc(C)n2cc[n+]1CC(C)=O	-25.4
CCc1ccccc1NC(=O)CN(c1cccc(C)c1C)S(C)(=O)=O	0.7
COc1ccc2nc(N3CCC(C)CC3)c(C#N)cc2c1	-13.7
CCN=C1SC(CC(=O)Nc2cccc(C(=O)O)c2)C(=O)N1CC (configuration not stated)	-3.3
O=C(Nc1ccccc1)N1CCN2C(=O)c3ccccc3C12c1ccccc1 (configuration not stated)	-2.6
CCC(C)C(NC(=O)OC(C)(C)C)C(=O)NC(CC(C)C)C(N)=O (configuration not stated)	0.8
CCCCn1c(=NC(=O)c2cccc(C(F)(F)F)c2)c(C(=O)OCC)cc2c(=O)n3ccccc3nc21	4.7
COc1cc2c(cc1OC)C(C(=O)Nc1cnc3ccccc3c1)C(c1cccnc1)N(C)C2=O (configuration not stated)	-5.2
COc1ccccc1C=C1N=C(SC)SC1=O	-25.8
O=C(c1cccc(Cl)c1)N1CCN=C1SCc1ccccc1F	-3.8
COc1ccccc1NC(=O)c1ccc(Oc2ccc(C(F)(F)F)cc2[N+](=O)[O-])cc1	4.5
S=C(c1cn(CCCOc2ccccc2Cl)c2ccccc12)N1CCCC1	-215.5
COc1ccc(NC(=O)c2ccc3c(=O)n(CCc4ccccc4)c(=S)[nH]c3c2)c(OC)c1	-4.7
Cc1ccccc1CSCC(=O)NCCSc1ccccn1	-6.9
CC1CCC(NC(=O)Cn2cc3c(n2)CCCC3)CC1 (configuration not stated)	-1.1
COC(=O)C1C2C=CC3(CN(c4cccc(Cl)c4)C(=O)C13)O2 (configuration not stated)	2.1
O=C(Cn1cnc2ccccc2c1=O)NCCC(=O)Nc1ccccc1F	-2.0
Cc1cccc(N(CC(=O)NC2CCCCC2)C(=O)c2c(C)noc2C)c1	-6.1
O=C(c1ccccc1OCc1ccccc1Br)N1CCN(c2ncccn2)CC1	-0.5
Nc1cc(=O)nc(SCC(=O)NC2CCCCC2)n1-c1ccccc1	-4.9
Cc1cccc(N2CCN(c3nc4ccc(Cl)cc4n4cnnc34)CC2)c1C	-9.8
COc1ccc(NC(=O)/C=C/c2ccc(Cl)cc2)cc1	1.8
CCSc1sc(CC)cc1C1C(C(=O)Nc2ccccc2)=C(C)NC2=C1C(=O)CC(C)(C)C2 (configuration not stated)	-28.2
CC1=C(C)CC2C(=O)N(c3ccc([N+](=O)[O-])cc3)C(=O)C2C1 (configuration not stated)	0.3
COc1ccc(C2CC(C(F)(F)F)n3nc(C(=O)NCCCn4ccnc4)cc3N2)cc1OC (configuration not stated)	3.3
Cc1ccc(S(=O)(=O)Nc2ccccc2C(N)=O)cc1	-5.4
CC(=O)N1CCc2cc(S(=O)(=O)CCC(=O)Nc3ccc(C(C)C)cc3)ccc21	12.6
COc1cc2c(C(=O)Nc3cccc(C(F)(F)F)c3)cn(C)c(=O)c2cc1OC	-1.9
CCCCOC(=O)C1=C(C)Nc2ncnn2C1c1ccc(C)cc1 (configuration not stated)	-2.2
COc1ccc(NS(=O)(=O)c2ccc(Br)s2)cc1OC	-4.5
CN(C)CCNC(=O)c1cc(=O)[nH]c2ccc(S(=O)(=O)N3CCCCCC3)cc12	0.0
CCOC(=O)c1cnc(SCc2ccc(C)cc2)nc1N	-5.7&-4.3
O=C(O)c1ccccc1-n1cnc2ccccc2c1=O	-3.8
Nc1nnc(-c2cccc(Cl)c2Cl)c(N)n1	-10.8&0.7

This is a subset; rates above refer to the full screens.
